Screening data (PubChem)
TCR activator = Activators of T cell receptors: qHTS campaign; primary human leukocytes, anti-CD3, IL-2 HTRF, 48 h; Potency, µM (top dose mostly 9.22 µM), without a hit: top-dose activation of IL-2 secretion, hits mostly activators; 330,000 tested, under 10 active; AID 504894, 2011; further: % of control where 0% means no effect
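1) Mix primary human leukocytes, a-CD3 beads and compound. 2) Incubate 48 hr. 3) Add HTRF IL-2 reagents (a-IL-2-K, a-IL-2-d2).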
a7 integrin act = qHTS for Activators of Integrin-Mediated Alleviation for Muscular Dystrophy. actives 0.064% (n = 350,000). alpha7betagal myoblasts, beta-gal FDG fluorescence, 48 h. Potency, µM (top dose mostly 38.3 µM), inactives show at the top dose activation, most hits filed as activators;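 further: potency means the concentration at half of the fitted maximal effect; 100% = response of the positive control SU9516; nearly all actives have a fitted effect of over 60% in size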
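alpha7betagal+/- myoblasts (passage 13, 250/well) treated 48 h at 37C with compounds at 1:260 dilution of DMSO stock. Lysed, then beta-galactosidase activity read as FDG fluorescence (ex 480/em 540) after 30 min, with pre-read for autofluorescence.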
A-T KAP1 phos = qHTS Assay for Identifying a Potential Treatment of Ataxia-Telangiectasia | […] A-T fibroblasts, KAP-1 phosphorylation AlphaLISA; neocarzinostatin DNA damage 30 min before lysis | Potency, µM (doses to about 57.5 µM), inactives show top-dose activation, hits mostly activators | actives 0.19% (n = 320,000) | AID 485349, 2010; further: potency means the concentration at half of the fitted maximal effect; % of control where 0% means no effect; nearly all actives have a fitted effect of over 45% in size
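ATM-like activity read as KAP-1 phosphorylation via AlphaLISA donor/acceptor antibody pairs after lysis and 6 hr at 25C. Cells were ATM-null patient fibroblasts ([…], hTERT), dosed 60 min, then exposed to the DSB inducer NCS for 30 min.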
ASM inhibitor = Inhibitors of Secretory Acid Sphingomyelinase (S-ASM): qHTS; Sphingomyelin phosphodiesterase (Homo sapiens), P17405; placental ASM, HMU-PC fluorogenic substrate, 60 min; Potency, µM (top dose mostly 57.5 µM), for the others: at the highest dose activity change, negative = inhibition, hits mostly inhibitors; actives 0.006% (n = 340,000); further: potency means the concentration at half of the fitted maximal effect
Target sequence (P17405 47-631 limits assumed): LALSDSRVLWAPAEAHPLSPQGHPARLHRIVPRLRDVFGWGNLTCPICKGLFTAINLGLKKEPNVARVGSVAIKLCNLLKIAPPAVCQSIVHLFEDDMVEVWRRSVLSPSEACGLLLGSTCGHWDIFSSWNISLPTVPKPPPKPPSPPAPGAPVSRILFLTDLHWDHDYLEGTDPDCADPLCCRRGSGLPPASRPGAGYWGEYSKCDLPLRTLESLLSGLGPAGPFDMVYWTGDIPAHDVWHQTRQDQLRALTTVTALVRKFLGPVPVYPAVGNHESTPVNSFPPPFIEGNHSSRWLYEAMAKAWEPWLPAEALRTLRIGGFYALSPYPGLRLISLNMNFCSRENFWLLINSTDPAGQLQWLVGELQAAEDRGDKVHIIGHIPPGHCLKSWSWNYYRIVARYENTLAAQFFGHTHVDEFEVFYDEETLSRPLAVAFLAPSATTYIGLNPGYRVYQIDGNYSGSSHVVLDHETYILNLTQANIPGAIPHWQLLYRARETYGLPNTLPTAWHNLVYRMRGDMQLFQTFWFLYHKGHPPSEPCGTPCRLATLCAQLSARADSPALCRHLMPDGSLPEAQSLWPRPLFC
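HMU-PC0 cleavage (9 uM final) by human placental ASM, 60 min at 37 °C following 10 min compound exposure at RT; stopped at pH 10, fluorescence Ex 386/Em 447 nm.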
Menin-MLL TR inh = qHTS Assay for Inhibitors Targeting the Menin-MLL Interaction in MLL Related Leukemias: Competition With Texas Red Labeled MLL-derived Mutant Peptide; Menin + Texas Red MLL mutant peptide, fluorescence polarization; Potency, µM (series often up to 61.6 µM), inactives show at the top dose FP activity change, negative = inhibition, hits mostly inhibitors; actives 0.23% (n = 270,000); AID 1768, 2009; active means well fitted inhibition curve with a large enough effect in the polarisation, with a control signal flat, not every such curve was filed as active; inconclusive means small, poorly fitted or top-dose-only effect, or effect the other way, or a change in a side signal; inactive means no such curve, though single readings can be large or run the other way; the % refers to the polarisation; further: potency means the concentration at half of the fitted maximal effect; % of control where 0% means no effect; many of its hits are not listed in these tables
TSG101-PTAP inh = qHTS Assay for Iinhibitors of HIV-1 Budding by Blocking the Interaction of PTAP/TSG101; Fluorescence polarization, FITC-PTAP peptide / Tsg101 binding; Potency, µM (highest dose often 115 µM), without a hit: top-dose activity change, negative = inhibition, usual class: inhibitors; 340,000 tested, under 10 active; AID 493005, 2010; active means well fitted inhibition curve with a large enough effect in the main read-out, with a control signal flat, not every such curve was filed as active; inconclusive means small, poorly fitted or top-dose-only effect, or effect the other way, or a change in a side signal; inactive means no such curve, though single readings can be large or run the other way; further: potency means the concentration at half of the fitted maximal effect; % of control where 0% means no effect
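FP read-out: FITC-PTAP peptide, 50 nM final, binding Tsg101 binding domain, 10 uM final; 20 min, r.t.; 10 mM HEPES pH 7.5, 0.15 M NaCl, 0.01% Tween 20, 3 mM EDTA, 0.1 mM TCEP.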
MBNL1-CUG inh = qHTS Assay for Inhibitors of MBNL1-poly(CUG) RNA binding; Muscleblind-like protein 1 (Homo sapiens), Q9NR56; TR-FRET MBNL1-His/biotin-(CUG)12 binding, 665/545 ratio; Potency, µM (top dose mostly 57.5 µM), for inactives: top-dose activity change, negative = inhibition, most hits filed as inhibitors; actives 0.036% (n = 280,000); active means well fitted inhibition curve with a large enough effect in the signal ratio, with a control signal flat, not every such curve was filed as active; inconclusive means small, poorly fitted or top-dose-only effect, or effect the other way, or a change in a side signal; inactive means no such curve, though single readings can be large or run the other way; the % refers to the signal ratio; further: potency means the concentration at half of the fitted maximal effect; on the % scale 0 is the no-effect control and ±100 the full control effect
Target sequence (Q9NR56 whole entry, looked up): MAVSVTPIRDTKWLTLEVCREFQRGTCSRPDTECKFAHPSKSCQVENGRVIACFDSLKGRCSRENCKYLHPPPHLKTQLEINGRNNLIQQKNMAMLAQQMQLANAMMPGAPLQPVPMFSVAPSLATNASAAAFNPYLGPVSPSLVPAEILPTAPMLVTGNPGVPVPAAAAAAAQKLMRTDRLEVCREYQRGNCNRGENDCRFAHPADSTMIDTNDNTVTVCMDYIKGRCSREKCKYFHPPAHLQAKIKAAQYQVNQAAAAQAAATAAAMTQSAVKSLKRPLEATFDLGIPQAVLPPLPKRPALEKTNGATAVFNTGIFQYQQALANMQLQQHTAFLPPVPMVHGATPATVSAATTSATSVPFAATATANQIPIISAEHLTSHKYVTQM
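TR-FRET between His-tagged MBNL1 and biotin-(CUG)12 RNA, detected with Tb anti-His antibody (0.055 ng/ul) and streptavidin-XL665 (5 nM), 60 min at room temperature. Compounds titrated 92 nM to 58 uM; 665/545 nm ratio normalized to buffer and complex controls.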
CXXC DNA block = qHTS Fluorescence Polarization Assay for Inhibitors of MLL CXXC domain - DNA interaction; actives 0.037% (n = 290,000); Histone-lysine N-methyltransferase 2A (Homo sapiens), Q03164; MLL-CXXC / FITC-HOXA9 DNA fluorescence polarization; Potency, µM (titrated, usually from 115 µM), for inactives: at the highest dose activity change, negative = inhibition, usual class: inhibitors; active means well fitted inhibition curve with a large enough effect in the polarisation, with a control signal flat, not every such curve was filed as active; inconclusive means small, poorly fitted or top-dose-only effect, or effect the other way, or a change in a side signal; inactive means no such curve, though single readings can be large or run the other way; the % refers to the polarisation; further: potency means the concentration at half of the fitted maximal effect
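Purified MLL-CXXC (added from a 7 uM solution) was preincubated 5 min at ambient with pinned compounds in 50 mM Tris-HCl pH 7.5, 50 mM NaCl, 1 mM DTT, 0.05% BSA. Fluorescein-labeled HOX-A9 DNA (50 nM solution) followed, 30 min, then polarization read.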
Mito fusion act = qHTS Assay for Small Molecule Inhibitors of Mitochondrial Division or Activators of Mitochondrial Fusion. S. cerevisiae fusion-defective mutant growth rescue, CellTiterGlo 48 h. Potency, µM (top dose mostly 46.1 µM), for the others: top-dose growth rescue (activation), actives largely listed as activators. actives 0.23% (n = 320,000). AID 485298, 2010;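 further: potency means the concentration at half of the fitted maximal effect; % of control where 0% means no effect; nearly all actives have a fitted effect of over 45% in size; temperature-sensitive fusion mutants such as fzo1-1 at 37 °C on non-fermentable ethanol glycerol medium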
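S. cerevisiae fusion-defective temperature-sensitive mutants (e.g. fzo1-1, mgm1-5) grown 48 h at 37C in YPEG (ethanol/glycerol non-fermentable) medium with 23 nl compound per well; growth rescue read as CellTiterGlo luminescence.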
TSHR antag = Antagonists of the Thyroid Stimulating Hormone Receptor: HTS campaign. Thyrotropin receptor (Homo sapiens), P16473. TSHR-expressing cells, TSH-stimulated cAMP HTRF, 2 h; hits give low values. activity change, negative = inhibition, % at 11.5 µM. actives 0.2% (n = 330,000). AID 504810, 2011;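 active means activity change below a set negative limit, meaning inhibition stronger than a set level, cut at about -70% in these data; inconclusive means activity change between two set negative limits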; further: on the % scale 0 is the no-effect control and ±100 the full control effect
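Read-out is FRET at 665 nm (cryptate excitation 337 nm) from a cryptate-tagged anti-cAMP antibody, competed by cell cAMP against cAMP-d2. Compounds are tested on freshly harvested TSHR cells challenged with 4nM TSH (EC80) for 2 hours at 37 deg C.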
* hit, by the source's call; ? = inconclusive; . = no result given; [ ] = another dose, or the depositor's remark. Unless noted, the call rests on the fitted dose curve; in most records, active means well fitted curve in the direction sought with a large enough effect; inconclusive means small, poorly fitted or top-dose-only effect, or another doubt; inactive means no such curve, though single readings can be large; an effect the other way counts as inactive or inconclusive. This is a subset (hit frequency here may not be typical).

SMILES | TCR activator | a7 integrin act | A-T KAP1 phos | ASM inhibitor | Menin-MLL TR inh | TSG101-PTAP inh | MBNL1-CUG inh | CXXC DNA block | Mito fusion act | TSHR antag
Cc1ccnc(NC(=O)CN2C(=O)NC(C)(c3ccc4ccccc4c3)C2=O)c1 (stereo not drawn) | 0% | -37% | -3% | -3% | . | -1% | . | . | -5% | 3
COc1cc2c(cc1NC(=O)COc1ccccc1OC)oc1ccccc12 | . | -15%[7.66 µM] | -1% | 6% | -14% | -5% | 13% | 17% | 1% | -6
O=C(c1cnc2n(c1=O)CCS2)N(C1CCCCC1)C1CCCCC1 | 1%[46.1 µM] | 18% | -7% | 0% | 0% | 0% | 4% | 6% | -3% | 2
Cc1ccc(S(=O)(=O)N2CCOCC2)cc1NC(=O)COC(=O)C1(C)CC1(Cl)Cl (stereo not drawn) | 2% | 13% | 5% | -8% | . | 0% | . | . | . | .
COc1ccc(C(=O)Nc2ccc(NS(=O)(=O)c3ccccc3)cc2)cc1OC | 2% | 3% | 3% | -2% | . | -2% | 1% | 5% | 0% | -4
COc1ccc(OC)c(NC(=O)CSc2ncccc2C(=O)O)c1 | -7% | 6% | -11% | 7% | ? | -5% | -5% | -7% | 1% | 8
O=c1cc(-c2ccccc2)c2cc(Cl)c(O)c(CN3CCOCC3)c2o1 | -8% | 4% | -5% | 25% | . | -5% | 20% | 2% | 14% | ?
COc1ccc(-n2c(SCC(=O)Nc3nccs3)nnc2-c2ccccc2)cc1 | . | -15% | -4% | -2% | ? | -15% | -11% | 5% | -1% | 2
O=[N+]([O-])c1ccc(N2CCN(c3ccccc3)CC2)cc1 | -9% | 3% | -4% | 3% | 4% | -6% | 5% | -5% | 4% | 10
Cc1cccc(NC(=O)CN(C)S(=O)(=O)c2cccc3cccnc23)c1C | 1% | 11% | -5% | 8% | . | -1% | -7% | 11% | 2% | -1
COc1cc(C(=O)OC(C)C(=O)NC(=O)NC2CCCCC2)ccc1OC(F)F (stereo not drawn) | 0% | -37% | 1% | -13% | . | -3% | . | . | 10% | -4
CCOC(=O)c1cccc(NC(=O)CNS(=O)(=O)c2cccs2)c1 | 5%[46.1 µM] | 15% | 1% | 3% | 13% | -14% | -6% | -9% | -2% | 0
COc1ccc(-n2ncc3c(=O)n(CC(=O)OCc4ccccc4)cnc32)cc1 | . | 5%[7.66 µM] | -3% | 1% | 2% | 1% | -7% | 4% | -2% | -5
CCCCN1C2CCCC1CC(NC(=O)c1cccc(OC)c1)C2 (stereo not drawn) | . | 11% | 7% | 7% | 1% | -1% | 0% | 0% | 2% | -3
Cc1cccc(CNC(=O)CCn2ccc3cc(S(=O)(=O)N4CCCC4)ccc32)c1 | -3% | -22% | 5% | 0% | . | -6% | 1% | -4% | 0% | 0
CCOC(=O)N1CCC(NC(=O)Cn2nc(Cc3ccncc3)c3ccccc3c2=O)CC1 | -1% | 3% | -17% | 0% | 5%[11.7 µM] | -3% | 2% | 2% | -1% | 5
O=C(O)c1cc(N/N=C/c2cccs2)ccc1Cl | . | . | 2% | . | 24% | . | -1% | -26% | 2% | 8
COc1cc(C(=O)OCC(=O)NCc2ccc(F)cc2)ccc1OCC(C)C | -2% | 12% | 19% | 2% | 2% | . | -6% | -1% | 1% | 6
CN(CCc1ccccc1)C1CCCN(S(=O)(=O)c2cccc(F)c2)C1 (stereo not drawn) | 1% | 13% | 1% | 0% | -20% | -3% | -1% | -9% | 5% | -8
CC(=O)NC(CC(C)C)C(=O)NC(Cc1ccccc1)C(N)=O (stereo not drawn) | -5% | 5% | 9% | 3% | -5% | 3% | 1% | -7% | -3% | 6
CC(C)N(C(=O)c1nn(C)c2c1CSc1ccccc1-2)C1CCCCC1 | 5% | 22% | 17% | -6% | . | 0% | 0% | 21% | -10% | -10
Cc1ccc(C(=O)Nc2cccc([N+](=O)[O-])c2)cc1S(=O)(=O)Nc1ccc(C(=O)O)cc1 | 4% | 3% | -3% | -17% | 18% | -1% | ? | 2% | -3% | -6
Oc1ccc(N2CCN(c3ncnc4sc5c(c34)CCC5)CC2)cc1 | 4% | 0% | 3% | -10% | ? | -3% | 3% | -3% | 14% | -16
Cc1cc(N=Nc2ccc(Cl)cc2)cc(CN2CCCC2)c1O | 2% | 34% | 1% | -20% | . | 1% | ? | 0% | 10% | -2
CC(=O)N1CCN(S(=O)(=O)c2cccc(C(=O)NNC(=O)Cn3nc(C)cc3C)c2)CC1 | . | 18% | -10% | 6% | . | -8% | . | . | -3% | 12
COc1ccc(-c2sc(Nc3ccccc3)n[n+]2-c2ccccc2)cc1Br | 4% | 23% | -16% | 1% | . | -1% | . | . | -10% | 10
COc1cccc(C(=O)Nc2ccc(C(F)(F)F)n(C)c2=O)c1 | 1% | 17% | 0% | 3% | 8% | 0% | 15% | 10% | 2% | 0
CCN(CC)c1ccc(C=Nc2ccc(OC)c(S(=O)(=O)N3CCOCC3)c2)c(O)c1 | -3% | ? | -3% | 4% | . | -4% | . | . | -3% | 16
N#CC1=C2SC=C(c3ccc(Br)cc3)N2CCCC1=O | 9% | -19% | 11% | -7% | -15% | 1% | . | 9% | -1% | -10
COc1ccccc1/C=C/C(=O)Nc1ccc2c(c1)OCCO2 | 1%[46.1 µM] | -1% | -1% | -4% | ? | -5% | 7% | 2% | 15% | 2
CC(=O)C1(C)N(O)C(C)(C)C(c2ccco2)=[N+]1[O-] (stereo not drawn) | 3% | -11% | 1% | -3% | -21% | -3% | 0% | 9% | -1% | -10
Cc1noc(C)c1/C=N/Nc1ccccn1 | 8% | 41% | -6% | 1% | -11% | -1% | . | -4% | 6% | -7
COc1cc2c(cc1OC)CN(Cc1cc(=O)oc3cc(C)c(Cl)cc13)CC2 | -1%[46.1 µM] | -14% | -4% | 86%[activator] | -4% | 1% | . | 10% | 2% | -2
O=C(Cn1[nH]c(=O)c2ccccc2c1=O)NNC(=O)c1ccccc1 | -8% | 0% | 0% | 8% | 12% | -5% | 0% | 0% | -2% | 0
COc1ccc(CCn2c(=N)c(C(=O)NCc3ccco3)cc3c(=O)n4ccccc4nc32)cc1OC | -2% | -22% | . | 92%[activator] | . | 1% | . | . | . | .
CN(O)/C=C1\C(=O)Nc2ccccc21 | -2% | -24% | 1% | -3% | 9% | -4% | 10% | 8% | 0% | -2
CCN(CC)C(=S)SCC(=O)c1ccc(F)cc1 | -3% | -50%[inhibitor] | 5% | 0% | -14% | -4% | -2% | 2% | -1% | -5
Cc1cccc(NC(=S)NNC(=O)c2ccc(O)cc2O)c1C | -2% | -11% | -4% | 1% | 14% | 0% | -1% | -3% | -4% | 0
CCOC(=O)/C(=N\Nc1cccc(C(F)(F)F)c1)N(CCOC)CCOC | -2% | 9% | -1% | 0% | 5% | -5% | 5% | 5% | -10% | -18
COc1ccc(O)c(/C=N/NC(=O)c2ccc(OCc3cccc(Br)c3)cc2)c1 | 1% | -10% | -11% | 3% | ? | -1% | -4% | 45%[activator] | 5% | 13
Cc1oc(-c2cccc(Cl)c2)nc1CN1CCC(C(=O)NCc2ccco2)CC1 | -2% | 0% | 4% | -1% | -8% | -5% | -1% | 12% | -6% | 3
Cc1ccccc1OC(=O)c1cccnc1 | . | ? | -1% | 1% | -22% | 0% | 0% | 15% | 0% | -10
CC(=O)CCc1ccc(OCCCCN2CCC(Cc3ccccc3)CC2)cc1 | 7% | -58%[inhibitor] | 2% | -1% | ? | 1% | -8% | 26% | 8% | 6
CCC(C)(C)NC(=O)CN(C(=O)CNS(=O)(=O)c1ccc(F)cc1)c1ccc2c(c1)OCCO2 | 2% | 35% | -1% | -1% | -4% | -2% | -5% | -2% | -10% | 10
